# High-throughput results (PubChem)
# Myeloid diff MLP = myeloid differentiation induction; ER-HoxA9 myeloid progenitors, lysozyme-GFP differentiation, flow cytometry; calls only at 10 µM; 1% of 360,000 active; AID 624256;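 active means normalized GFP-positive differentiation at or above the plate's own cutoff, the solvent-only control mean plus 3 SD; inconclusive means no clear call, values can overlap the other calls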;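 further: cells exposed to compound for four days before flow analysis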
# WT yeast gro inh = growth inhibition of WT yeast, mitochondrial fusion screen; 2.1% of 190,000 active; inhibition, % at 10 µM; mitochondrial fusion phenotypic screen, WT strain; in the data active means inhibition above about 58%; tested in S. cerevisiae
# West Nile antiviral = inhibition of WNV-induced cytopathic effect – cell-based, CPE readout (AID 1621); West Nile virus-infected cells, CPE inhibition; higher % means a stronger effect; one-dose CPE inhibition, % at 10 µM; IC50 in µM for titrated hits; 0.02% of 290,000 active; in the data active means a potency from the dose series; inconclusive means CPE inhibition mostly from about 3.7% at the one dose, without a potency; inactive means the rest, 99 in 100 with CPE inhibition below about 2.2%; further: strong numbers were not always called active
# b-catenin transl = alters nuclear translocation of beta-catenin in HeLa cells; immunofluorescence imaging; 0.3% of 190,000 active; nuclear translocation activity, % at 5 µM;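 active means nuclear translocation activity above 50% at 5 µM, with a well cell count of 50 or more; inconclusive means wells under 50 cells across six images, flagged as toxic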;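 further: per-cell ratio of nuclear to cytoplasmic median beta-catenin stain intensity; plate controls were DMSO negative control for no effect and GSK-3 inhibitor IX positive control for full effect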
#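 Test system: human HeLa cells, endogenous beta-catenin. Times: 24 h compound exposure, 37°C. Measured by: beta-catenin immunofluorescence imaging with DAPI.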
# MT stabilizer = microtubule stabilizers in HeLa cells. HeLa tubulin immunostaining HCS, 24 h; share of cells brighter than vehicle mean+2SD. % tubulin-high responders, % at 10 µM. 0.83% of 200,000 active. AID 2205;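 active means plate Z-score above 3 for both tubulin-high and condensed-nucleus cell shares, with cell loss under 80%, at 10 µM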;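 further: anti alpha tubulin signal scored within the nucleus-defined area of each cell; some results filed as inactive read as strong as hits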
# Lipid droplet = modulators of hepatic lipid droplet formation; AML12 mouse hepatocytes, oleate lipid droplets, BODIPY imaging; 0.4% of 240,000 active; inhibition, % at 6.5 µM;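 active means lipid droplet intensity inhibited by at least 50%, with more than 500 cells counted; inconclusive means wells with under 300 cells, treated as cytotoxic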
#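 Test system: AML12 mouse liver cells; schedule: overnight exposure; technique: high-content imaging of BODIPY-stained droplets and DAPI nuclei; read-out: % inhibition of corrected integrated BODIPY droplet signal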
# Autophagy mod = alters autophagy in cells; 0.98% of 190,000 active; AID 463193; MEF GFP-LC3 puncta imaging; test concentration mostly 10 µM; calls only at 10 µM (by protocol);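 active means percentage of spot-positive cells more than 3 SD above its plate mean, without a fluorescence outlier flag or 80% toxicity; inconclusive means no clear call, values can overlap the other calls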;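 further: spot-positive cell cutoff set from DMSO-treated cells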
# Insulin prom up = MIN6 insulin promoter up-regulation; MIN6 insulin promoter-GFP reporter, high-content imaging; stronger effect = higher value; z-score at 5 µM; 0.3% of 190,000 active; AID 1625;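 active means z-score above 3 at 5 µM with at least 500 cells counted in the well; inconclusive means wells under 500 cells, flagged as cytotoxic or low count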
# T cell HTS = T cell immune modulation candidate | 2C CD8+ T cell-vesicle binding, flow cytometry; stronger effect = lower value | AID 2052 | calls only at 7 µM | 0.068% of 330,000 active;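 active means response, share of CD8 T cells binding vesicles, and their 90th percentile fluorescence all below set limits, cut at about 80% in these data, passing the limit was not always enough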
#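 Assay system: 2C TCR transgenic mouse naive CD8+ T cells, MACS-purified | Read-out: CD8+ gate FL2 mean fluorescence as % of same-row positive control | Signal: High-throughput flow cytometry with anti-B7-1 and anti-CD8 staining | Timing: Binding step 1.5 h, 37 °C, antibody labelling 20 min, ice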
# WT yeast gro inh mutant strain = second read-out of WT yeast gro inh, no call of its own (marks repeat the call); inhibition, %; mitochondrial fusion phenotypic screen, mutant strain inhibition
# Insulin prom up cell count = further read-out of Insulin prom up, marked with its call; cell count; measured here: cytotoxicity, nuclei count;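 total cells summed across four imaged fields per well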
# Lipid droplet cells 6.5 µM = recorded beside Lipid droplet, whose call it bears; cell count; measured here: cell count, cytotoxicity flag;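 cells counted across two imaged fields per well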
# b-catenin transl cell count 5 µM = also measured in b-catenin transl; calls as there; cell count; measured here: cell count, cytotoxicity flag
# T cell HTS vesicle-bound % = second read-out of T cell HTS, no call of its own (marks repeat the call); double positive events, %; measured here: CD8+ vesicle-bound cell fraction;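 binding gate set so that unloaded-vesicle control wells show 10% double positive cells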
# MT stabilizer Hoechst-high % = further read-out of MT stabilizer, marked with its call; % Hoechst-high responders; measured here: nuclear condensation Hoechst responders;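 share of cells brighter than vehicle mean plus two SD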
# MT stabilizer cytotoxicity % = recorded beside MT stabilizer, whose call it bears; toxicity, %; measured here: cytotoxicity by cell density;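 0% = mean cell density of plate MIN control wells and 100% = no cells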
# Autophagy mod cell loss 18 h = also measured in Autophagy mod; calls as there; toxicity, %; measured here: cell loss, nuclei count;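 cell loss after 18 h compound exposure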
# Myeloid diff MLP GFP+ MAC1+ % = also measured in Myeloid diff MLP; calls as there; GFP+ MAC1+ double positive, %; measured here: differentiation confirmed by MAC1 staining
# An asterisk follows results filed as active; i = inactive; ? = inconclusive; / = not tested or not shown.
SMILES,Myeloid diff MLP,Myeloid diff MLP GFP+ MAC1+ %,WT yeast gro inh,WT yeast gro inh mutant strain,West Nile antiviral,b-catenin transl,b-catenin transl cell count 5 µM,MT stabilizer,MT stabilizer Hoechst-high %,MT stabilizer cytotoxicity %,Lipid droplet,Lipid droplet cells 6.5 µM,Autophagy mod,Autophagy mod cell loss 18 h,Insulin prom up,Insulin prom up cell count,T cell HTS,T cell HTS vesicle-bound %
Clc1ccc2[nH]c3c(c2c1)CNCC3,i,0.4,/,/,0.4%,/,/,/,/,/,-12,397,/,/,/,/,i,45
COc1cccc(S(=O)(=O)NCc2ccc(C(=O)NCc3ccccn3)cc2)c1,i,0.5,/,/,-0.3%,/,/,/,/,/,-7,681,/,/,/,/,i,65
CCOC(=O)c1ccccc1NC(=O)Cn1cnc2c(oc3ccccc32)c1=O,i,1.1,-7,19,-0.3%,-6.4,1076,2.1,1.6,8.1,-2,767,i,-10,1,1354,i,23
c1cn2cc(CN3CCOCC3)nc2s1,i,0.6,11,10,0.1%,-4.6,937,1.6,1.6,5.7,/,/,i,-15,0.67,1074,i,39
CCOC(=O)C(=O)Nc1nnc(COc2ccccc2)s1,i,0.4,2,0,0.2%,0.2,1041,0.8,1.4,3.5,2,702,i,0,-0.17,1416,i,40
COc1ccc(OC)c(NC(=O)NCCCCc2ccccc2)c1,i,1.2,/,/,-1.0%,/,/,/,/,/,-2,785,/,/,/,/,i,6
Cc1cc(=O)oc(C)c1C(=O)N1CCCCC1,i,0.6,-15,1,0.1%,-1.1,1331,4.6,1.3,3.0,/,/,i,-1,-0.4,1593,i,33
CCC1C(C#N)=C(N)OC2=C1C(=O)CC(C)(C)C2 (stereo unspecified),i,7.8,18,10,0.0%,-1.3,1114,1.9,1.4,2.8,-16,708,i,-4,0.32,1284,i,18
COC(=O)Nc1ncc(CN2CCC(c3ccccc3)CC2)s1,i,0.9,-1,-2,-1.1%,-1.0,1196,2.0,0.0,34,0,741,i,-3,/,/,i,10
O=S(=O)(NCCN1CCOCC1)c1cc(Cl)ccc1Cl,i,0.0,/,/,-0.3%,/,/,/,/,/,-5,832,/,/,/,/,i,67
C=CCN1C(=O)CN=C1Nc1ccccc1,i,0.7,6,-16,0.4%,0.8,1326,2.6,2.0,8.6,/,/,i,4,0.27,1484,i,43
COC(=O)c1cccc(NC(=O)c2cnccn2)c1,i,0.8,/,/,0.9%,/,/,/,/,/,1,843,/,/,/,/,i,38
CC(=O)Nc1ccc(OCCOc2ccc(/C=C3\C(=N)N4N=C(C(C)C)SC4=NC3=O)cc2)cc1,i,0.2,/,/,0.0%,/,/,/,/,/,-15,813,/,/,/,/,i,46
CCCOc1ccc(N2C(=O)CC(NCCc3ccc(S(N)(=O)=O)cc3)C2=O)cc1 (stereo unspecified),i,1.6,-2,-10,-0.3%,/,/,1.4,1.4,6.4,/,/,i,-10,0.64,887,i,14
O=C(Nc1ccccc1N1CCOCC1)c1ccc(S(=O)(=O)NCc2ccco2)cc1,i,0.9,7,-17,-1.7%,1.4,1091,2.6,1.7,1.2,-2,723,i,8,2.1,1105,i,38
COc1cccc(N/C=C/C(=O)c2ccc(Br)cc2)c1,i,0.6,/,/,-0.6%,/,/,3.8,0.9,3.5,/,/,i,5,/,/,i,14
CCNC(=S)N(CCCO)Cc1cc2cc3c(cc2[nH]c1=O)OCCO3,i,0.7,/,/,-0.1%,/,/,/,/,/,-7,805,/,/,/,/,i,61
CCCN(CCC)CCCNC(=O)CC1Nc2ccccc2NC1=O (stereo unspecified),i,0.9,-4,-9,0.0%,-0.8,1431,3.2,2.7,2.3,/,/,i,-6,-0.35,1335,i,28
CCOc1ccccc1NC(=O)CN(c1ccc(C)cc1)S(=O)(=O)c1c(C)n[nH]c1C,i,0.6,26,16,-0.4%,/,/,3.5,2.4,5.2,-5,764,i,-19,?,/,i,36
CN(C(=S)NC(=O)c1ccccc1)c1c(N)n(Cc2ccccc2)c(=O)[nH]c1=O,i,0.4,/,/,0.2%,-0.1,1349,/,/,/,-18,681,/,/,0,1036,i,4
COc1ccc(-c2nc(CSCC(=O)N3CCN(C4CCCCC4)CC3)c(C)o2)cc1OC,i,2.2,13,2,-0.2%,/,/,3.4,2.6,4.3,/,/,i,-1,/,/,i,62
O=C(COc1ccc(S(=O)(=O)NC2CCCCC2)cc1)NCCC1=CCCCC1,i,0.5,-4,-8,-0.1%,0.9,905,3.5,1.6,7.8,0,745,i,2,0.57,1149,i,30
COC(=O)C1CSC(C(=O)OC)N1C(=O)CN1CCN(c2ccc(OC)cc2)CC1 (stereo unspecified),i,0.2,0,7,0.9%,-0.6,1083,4.6,2.4,3.5,0,688,i,2,0.41,1344,i,46
O=C(CCN1CCCC1=O)NC1CCCc2c1cnn2-c1ccccc1F (stereo unspecified),i,0.9,/,/,0.7%,/,/,/,/,/,8,739,/,/,/,/,i,6

# A run of entries from further up:
SMILES,Myeloid diff MLP,Myeloid diff MLP GFP+ MAC1+ %,WT yeast gro inh,WT yeast gro inh mutant strain,West Nile antiviral,b-catenin transl,b-catenin transl cell count 5 µM,MT stabilizer,MT stabilizer Hoechst-high %,MT stabilizer cytotoxicity %,Lipid droplet,Lipid droplet cells 6.5 µM,Autophagy mod,Autophagy mod cell loss 18 h,Insulin prom up,Insulin prom up cell count,T cell HTS,T cell HTS vesicle-bound %
CC(=O)Nc1ccc(OCCOc2ccc(/C=C3\C(=N)N4N=C(C(C)C)SC4=NC3=O)cc2)cc1,i,0.2,/,/,0.0%,/,/,/,/,/,-15,813,/,/,/,/,i,46
CCCOc1ccc(N2C(=O)CC(NCCc3ccc(S(N)(=O)=O)cc3)C2=O)cc1 (stereo unspecified),i,1.6,-2,-10,-0.3%,/,/,1.4,1.4,6.4,/,/,i,-10,0.64,887,i,14
O=C(Nc1ccccc1N1CCOCC1)c1ccc(S(=O)(=O)NCc2ccco2)cc1,i,0.9,7,-17,-1.7%,1.4,1091,2.6,1.7,1.2,-2,723,i,8,2.1,1105,i,38
COc1cccc(N/C=C/C(=O)c2ccc(Br)cc2)c1,i,0.6,/,/,-0.6%,/,/,3.8,0.9,3.5,/,/,i,5,/,/,i,14

# The results go on.
SMILES,Myeloid diff MLP,Myeloid diff MLP GFP+ MAC1+ %,WT yeast gro inh,WT yeast gro inh mutant strain,West Nile antiviral,b-catenin transl,b-catenin transl cell count 5 µM,MT stabilizer,MT stabilizer Hoechst-high %,MT stabilizer cytotoxicity %,Lipid droplet,Lipid droplet cells 6.5 µM,Autophagy mod,Autophagy mod cell loss 18 h,Insulin prom up,Insulin prom up cell count,T cell HTS,T cell HTS vesicle-bound %
CCOc1cc(C(=O)N(C)Cc2cc3ccccc3[nH]c2=O)cc(OCC)c1OCC,i,1.0,78*,2.2*,0.4%,-0.6,1099,1.5,2.0,8.4,-6,654,i,0,-0.11,1988,i,58
COc1ccc(O[C@H]2C=C[C@@H](c3ccccc3)O[C@@H]2COC(=O)CC/C(C)=N/O[C@@H](C)c2cn([C@H](CO)Cc3ccccc3)nn2)cc1,/,/,0,-11,-0.4%,/,/,3.6,3.0,4.1,-20,757,i,-2,0.57,1214,/,/
CCOc1ccc(N(CC(=O)NC2CCCCC2)C(=O)CCC(=O)Nc2nccs2)cc1,i,0.4,/,/,0.3%,/,/,/,/,/,0,798,/,/,/,/,i,34
CC(C)CC(=O)Nc1cccc(C(=O)Nc2ccccc2C(=O)O)c1,i,8.4,15,16,/,-4.6,1189,2.0,1.7,9.3,-3,752,i,5,-0.99,928,i,31
COc1cc(/C=C(\C#N)C(=O)Nc2ccc3ccccc3c2)c([N+](=O)[O-])cc1OC,i,0.8,-9,-6,/,/,/,7.0,2.6,6.8,10,663,i,0,0.85,1207,i,9
CSc1cccc(NC(=O)C2CCCN2S(=O)(=O)c2ccc(Br)s2)c1 (stereo unspecified),i,6.0,27,6,?,/,/,1.4,2.0,20,-12,767,i,-3,-0.47,887,/,/
CC(NC(=O)c1ccc(OC2CCN(C(=O)c3cccnc3)CC2)cc1)C1CC1 (stereo unspecified),i,0.2,-10,2,0.5%,1.5,1074,2.5,2.1,4.7,3,733,i,26,-0.58,1468,i,25
CCOc1ccc(C(=O)Nc2ccccc2CC)cc1[N+](=O)[O-],i,0.3,7,2,-1.2%,2.2,450,2.7,2.2,12,0,537,i,3,0.67,1179,i,53
Oc1ccc(C=Nc2cccc3ccccc23)c(O)c1,i,0.7,/,/,1.7%,/,/,/,/,/,2,829,/,/,/,/,i,43
O=c1c2cnn(-c3ccccc3Cl)c2ncn1Cc1cccnc1,i,7.5,8,11,-0.2%,2.7,805,1.5,1.9,9.7,/,/,i,27,0.47,1147,i,50
CC1CCCN(c2ccc(C(=O)Nc3cccnc3)cc2[N+](=O)[O-])C1 (stereo unspecified),i,0.1,39,24,-1.0%,-0.4,1082,4.5,1.2,8.4,-14,709,i,2,-0.36,1312,i,21
CCOC(=O)CC(C(=O)OCC)P(=O)(c1ccccc1)c1ccccc1 (stereo unspecified),i,1.1,3,-1,-0.3%,-2.1,756,5.7,2.4,5.0,/,/,i,-15,-0.43,1140,i,45
COc1ccc(-c2cn(Cc3ccc([N+](=O)[O-])cc3)nn2)cc1,i,1.7,/,/,-1.1%,/,/,/,/,/,-16,822,/,/,/,/,i,40
CN(C)CCNC(=O)COc1cccc2c1OC(C)(C)C2,i,1.1,-1,17,-0.2%,0.0,1080,1.2,1.9,3.4,-21,735,i,8,-0.43,1255,i,20
CC(=O)Nc1ccc(NC(=O)c2ccc(NC(=O)c3ccccc3)cc2)cc1,i,1.1,/,/,1.0%,/,/,/,/,/,-15,581,/,/,/,/,i,61
O=S(=O)(CS(=O)(=O)c1ccc(Cl)cc1)c1ccc(Cl)cc1,i,0.2,/,/,-0.2%,-1.2,1356,/,/,/,-4,720,/,/,/,/,i,40
